Source: PubChem (National Center for Advancing Translational Sciences (NCATS))
Glioma ERSR ind = inducers of ER stress response in human glioma cells | U87-MG GRP78 promoter luciferase reporter, 16 h | Potency, µM, without a hit: top-dose activation, usual class: activators | hit rate 0.02% among 420,000 | AID 602332; also: potency is read from the fitted curve at half-maximal effect; series mostly up to about 76 µM; % of control where 0% means no effect; nearly all actives have a fitted effect of over 35% in size
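Stably transfected U87-MG human glioma cells carrying a GRP78-based luminescent sensor were seeded at 1000 cells/well, pin-dosed with compounds and incubated 16 h. Luciferase reagent was then added, and end-point luminescence was read after 10 min at room temperature.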
ALOX12 inh = blocks human arachidonate 12S-lipoxygenase | AID 1671190 | purified 12hLO, xylenol orange hydroperoxide absorbance | Potency, µM (series often up to 108 µM), for inactives: top-dose activity change, negative = inhibition, usual class: inhibitors | P18054 | hit rate 1.1% among 580,000; also: potency is read from the fitted curve at half-maximal effect; % is scaled to controls: 0 for no effect and ±100 for the full control effect
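Purified human 12hLO (150 nM final) in 25 mM Hepes, 0.01% Triton X-100, pH 7.0 was preincubated 15 min at room temperature with compound. Then 40 uM arachidonic acid was added, 30 min. Hydroperoxide was read by Fe-XO absorbance ratio 573/405 nm.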
Vif-A3G inh = Vif-A3G binding inhibition. HeLa A3G-eYFP + Vif (tagged APOBEC3G with the HIV-1 protein that degrades it), YFP fluorescence, overnight. Potency, µM (titrated, usually from 46.1 µM), for the others: at the top dose activity, negative = active, hits mostly inhibitors. hit rate 0.076% among 410,000. AID 602310;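 also: potency is read from the fitted curve at half-maximal effect; % is scaled to controls: 0 for no effect and ±100 for the full control effect; nearly all actives have a fitted effect of over 60% in size; hits raise eYFP signal because A3G escapes Vif-driven loss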
Target sequence (Q9HC16 whole entry, looked up): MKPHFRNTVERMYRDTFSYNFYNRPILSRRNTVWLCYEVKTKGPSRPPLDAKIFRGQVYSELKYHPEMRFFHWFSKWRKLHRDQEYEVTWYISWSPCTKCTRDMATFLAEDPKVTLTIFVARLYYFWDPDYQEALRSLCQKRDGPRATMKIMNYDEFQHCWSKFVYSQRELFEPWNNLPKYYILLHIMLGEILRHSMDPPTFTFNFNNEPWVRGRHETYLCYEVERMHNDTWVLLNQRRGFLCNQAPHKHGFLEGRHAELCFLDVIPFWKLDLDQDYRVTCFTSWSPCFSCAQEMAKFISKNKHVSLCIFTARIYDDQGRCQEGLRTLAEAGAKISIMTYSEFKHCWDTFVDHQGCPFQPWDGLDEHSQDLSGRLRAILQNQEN
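Read-out is eYFP fluorescence (Ex 488/Em 500-530) from Vif-expressing HeLa A3G-eYFP cells; more signal means A3G escaped Vif-mediated degradation. Cells plated overnight, compound pinned in, incubated overnight at 37 deg C.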
LDHA block = inhibitors of human lactate dehydrogenase A | P00338 | purified LDHA, NADH/diaphorase-resazurin fluorescence; active compounds read low | activity change, % (values are at about 110 or 230 µM) | hit rate 0.15% among 480,000 | AID 1347041; in the data active = activity change below about -30%; inconclusive = mostly about -25% to -30%;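 also: plate controls were DMSO wells for no effect and wells without enzyme for full effect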
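Resorufin fluorescence (ex540/em590), read at 0 and 20 min after diaphorase/resazurin addition, reports the NADH left after a 5 min room-temperature reaction of 2 nM human LDH5 with 0.06 mM NADH and 0.2 mM pyruvate.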
RGS4 inh = human RGS4 inhibition. P49798. Transcreener GDP fluorescence polarization, RGS4-accelerated GTP hydrolysis. Potency, µM (doses to about 114 µM), without a hit: top-dose activity change, negative = inhibition, usual class: inhibitors. hit rate 0.039% among 390,000. AID 504845; also: potency is read from the fitted curve at half-maximal effect; % is scaled to controls: 0 for no effect and ±100 for the full control effect; nearly all actives have a fitted effect of over 75% in size; some results filed as inactive show a strong effect at the top dose
Target sequence (P49798 whole entry, looked up): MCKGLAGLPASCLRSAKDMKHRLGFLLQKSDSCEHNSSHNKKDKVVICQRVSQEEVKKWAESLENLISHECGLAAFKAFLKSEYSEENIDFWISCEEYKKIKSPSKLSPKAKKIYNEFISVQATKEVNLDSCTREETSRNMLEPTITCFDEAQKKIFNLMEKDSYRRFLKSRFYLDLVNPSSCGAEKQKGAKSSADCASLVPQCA
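MLSMR compounds (23 nl, pin-transferred) preincubated 10 min at room temperature with a 500nM (2x) first reagent, then RGS4 at 900nM (2x) plus Transcreener GDP mix added; fluorescence polarization (620/688 nm) read before and after 90 min at 30 °C.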
D2 agonist = D2 dopamine receptor (human) agonism; hit rate 0.53% among 340,000; activation, % at 2 µM; HEK293 T-REx D2 cells, calcium flux agonist mode; P14416;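 active = activation over 3 SD above normal in the single-dose calcium agonist read, cut at about 30% in these data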; also: 0% is about no effect
Target sequence (P14416 whole entry, looked up): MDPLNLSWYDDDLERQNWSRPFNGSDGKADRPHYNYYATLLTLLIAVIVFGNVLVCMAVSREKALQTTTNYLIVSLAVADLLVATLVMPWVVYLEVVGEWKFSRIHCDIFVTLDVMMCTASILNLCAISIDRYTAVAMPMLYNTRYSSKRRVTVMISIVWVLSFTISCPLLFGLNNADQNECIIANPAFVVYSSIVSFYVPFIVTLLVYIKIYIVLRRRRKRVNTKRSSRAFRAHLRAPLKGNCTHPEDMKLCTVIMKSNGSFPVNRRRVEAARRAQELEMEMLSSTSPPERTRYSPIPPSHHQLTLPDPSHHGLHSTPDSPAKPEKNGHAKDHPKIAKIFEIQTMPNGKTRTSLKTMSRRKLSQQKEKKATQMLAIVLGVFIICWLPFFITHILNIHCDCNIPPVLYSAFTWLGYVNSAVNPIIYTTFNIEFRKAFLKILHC
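Agonism is scored from calcium flux in a force-coupled, inducible HEK293 cell line expressing D2, read kinetically for 180 s after compound addition against dopamine controls.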
Vif-APOBEC3F blk = Vif-A3F binding inhibition | hit rate 0.2% among 390,000 | AID 602313 | HeLa A3F-eYFP + Vif (tagged APOBEC3F with the HIV-1 protein that degrades it), YFP fluorescence increase | Potency, µM (highest dose often 46.1 µM), inactives show top-dose activity, negative = active; also: potency is read from the fitted curve at half-maximal effect; % of control where 0% means no effect; nearly all actives have a fitted effect of over 65% in size
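Fluorescence increase (Ex 488/Em 500-530) after overnight compound treatment at 37 deg C flags inhibition of Vif-driven A3F-eYFP loss in stable HeLa A3F-eYFP/Vif cells seeded overnight beforehand.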
ERG Ets-DNA blk = ERG Ets/DNA interaction inhibition. fluorescence polarization, His-ERG Ets domain / labelled DNA. Potency, µM (titrated, usually from 76.9 µM), inactives show at the highest dose FP activity, negative = inhibition, usual class: inhibitors. hit rate 0.028% among 370,000; active = well fitted inhibition curve with a large enough effect in the polarisation, with a control signal flat; inconclusive = small, poorly fitted or top-dose-only effect, or effect the other way, or a change in a side signal; inactive = no such curve, though single readings can be large or run the other way; the % refers to the polarisation;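 also: polarization taken with two DNA probes labelled with fluorescein and Texas red; potency is read from the fitted curve at half-maximal effect; % of control where 0% means no effect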
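His-tagged ERG Ets domain (1 uM in the protein solution; 300mM KCl, 50mM Tris-HCl, 1mM EDTA, 1mM DTT, pH 7.5) received compound, then a probe mix of 5 nM fluorescein-DNA and 100nM Texas-615-DNA. Fluorescence polarization was read for both dyes.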
D2 antag = antagonizes the human D2 dopamine receptor. P14416. HEK293 TREx D2 cells, calcium flux, dopamine EC80. inhibition, % at 10 µM. hit rate 2% among 340,000; in the data active = inhibition above about 30%; also: 0% is about no effect
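Read-out: kinetic calcium fluorescence (1 cycle/s) in inducible HEK293 T-REx D2 cells after an EC80 dopamine addition that followed 180 s compound preincubation. Loss of the dopamine response indicates antagonism.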
* = called active by the depositor; u = inconclusive; x = not tested or not shown; & = joins results of further samples; [ ] = remark or other dose. Unless noted, calls follow the shape of the dose curve; as a rule, active = well fitted curve in the direction sought with a large enough effect; inconclusive = small, poorly fitted or top-dose-only effect, or another doubt; inactive = no such curve, though single readings can be large; an effect the other way counts as inactive or inconclusive. A portion of the library; the hit share may differ from the screen's.

SMILES	Glioma ERSR ind	ALOX12 inh	Vif-A3G inh	LDHA block	RGS4 inh	D2 agonist	Vif-APOBEC3F blk	ERG Ets-DNA blk	D2 antag
CC(C)(C)CC(=O)NC(=S)Nc1ccccc1C(F)(F)F	-1%	-14%	2%	-3	-47%	x	-10%	1%	x
C[N+]1(CC(O)c2ccccc2)CCCCCC1 (configuration not stated)	-4%	u	0%	-13	-23%	x	1%	-4%	x
Cc1nc2cc(CO)ccc2s1	-1%	-2%	0%	1	22%	-0.7	x	15%	1
CC1CCN(c2ccc([N+](=O)[O-])cc2C(=O)O)CC1	-5%	21%	0%	-1	-3%	0.0	-18%	3%	5
CC1=Nn2c(nnc2-c2ccccc2Cl)SC1	-4%	0%	-1%	-4	-23%	0.2	-2%	-3%	-1
CCCCn1c(N)c(N(CCOC)C(=O)CSCc2ccccc2C)c(=O)[nH]c1=O	-4%	-24%	-1%	-5	0%	-0.4	-12%	6%	0
CCC(C)(C)NC(=O)C(c1ccc(F)cc1)N(CCOC)C(=O)CCC(=O)Nc1nccs1 (configuration not stated)	-3%	-4%	-1%	-3	11%	0.3	8%	-18%	-10
Cc1nn(Cc2ccc(C(=O)N3c4ccc(F)cc4CCC3C)o2)c(C)c1Br (configuration not stated)	1%	-28%	-1%	-3	2%	-0.5	-1%	9%	-24
CC(C)(C)c1cc(C(=O)N2CCc3ccccc3C2)ccn1	1%	0%	-1%	-1	4%	-0.2	9%	-15%	-7
COc1ccc(Cl)cc1S(=O)(=O)N1CCC(C(=O)NC2CC2)CC1	-1%	x	0%	-9	10%	0.5	-2%	-2%	7
COc1ccc(CCNC(=O)CN2C(=O)COc3ccc(S(=O)(=O)N4CCCC4)cc32)cc1OC	-6%&-2%	u	3%&-2%	-6&-4	4%&0%	-0.3	-14%&4%	0%&2%	x
Cc1ccc(-n2ncc(C(=O)NC3CC3)c2C2CCN(C(=O)OC(C)(C)C)CC2)c(C)c1	-7%	-29%	-1%	1	-11%	0.1	-5%	7%	3
CC1(C)Cc2ccccc2C(C(Cc2ccccc2)C(N)=O)=N1 (configuration not stated)	-2%	u	1%	-5	11%	-1.2	4%	-2%	17
CCCC1=[N+](CC(=O)c2ccccc2)CCn2c(C)ccc21	1%	-17%	4%	-2	-44%	x	-10%	-2%	x
Cc1ccc(NC(=O)c2cc(S(=O)(=O)N(C)C3CCCCC3)ccc2F)cc1C	-3%	4%	2%	-5	23%	0.2	1%	-16%	x

4 entries already listed, ordered by the number in RGS4 inh, lowest first:
SMILES | RGS4 inh
C[N+]1(CC(O)c2ccccc2)CCCCCC1 (configuration not stated) | -23%
CCCCn1c(N)c(N(CCOC)C(=O)CSCc2ccccc2C)c(=O)[nH]c1=O | 0%
CC1(C)Cc2ccccc2C(C(Cc2ccccc2)C(N)=O)=N1 (configuration not stated) | 11%
Cc1nc2cc(CO)ccc2s1 | 22%

The list continues:
SMILES	Glioma ERSR ind	ALOX12 inh	Vif-A3G inh	LDHA block	RGS4 inh	D2 agonist	Vif-APOBEC3F blk	ERG Ets-DNA blk	D2 antag
Cc1cc(C)c(NC(=O)CNC(=O)[C@@H]2CCCN2C(=O)c2cccs2)c(C)c1	3%	-1%	2%	-3	-12%	-0.9	-3%	-3%	-8
COc1ccc(CC(NC(C)=O)C(=O)NC2CCN(c3c(Cc4ccccc4)c(C)nc4ncnn34)CC2)c(OC)c1 (configuration not stated)	1%	-4%	0%	1	-34%	0.5	-16%	-17%	-3
Cc1ccc(C23OC(=O)C(C)(C)C2OC(=O)C3(C)C)cc1 (configuration not stated)	-4%	0%[57.4 µM]	3%	1	8%	-0.6	1%	2%	-11
CN1CCN(c2ccccc2NC(=O)c2ccccc2F)CC1	-1%	-3%	0%	-2	20%	-0.5	3%	2%	-6
CN1CCc2c(sc(NC(=O)CSc3ccc(F)cc3)c2-c2nc3ccccc3s2)C1	-6%	-2%	u	-4	-15%	x	u	-4%	x
Cc1cc(C)c2[nH]c(O)c(N=NC(=S)NCC3CCCO3)c2c1 (configuration not stated)	-2%	8%	4%	-4	-12%	-1.3	1%	5%	5
COc1cc(S(=O)(=O)NCc2ccccc2)ccc1Br	-1%	5%	-5%	-4	-4%	0.1	2%	4%	-1
O=C(CCc1ccccc1)N1CCCC(Nc2ccc(F)cc2)C1 (configuration not stated)	-5%	3%	2%	-4	18%	x	4%	-1%	x
O=C1NC(=O)/C(=C\c2ccc(OCc3cnc(Cl)s3)cc2)S1	3%	0%	3%	-6	-9%	1.6	-7%	-6%	8
COC(=O)CSc1nnc(CNC(=O)Cc2ccccc2)n1C	-4%	10%	-4%	-10	4%	-0.1	-6%	1%	5
COC(=O)c1cc(OC)c(OC)cc1N1C(=O)CCCC1=O	3%	x	-4%	1	21%	-1.8	2%	-11%	-21
O=[N+]([O-])c1cc(S(=O)(=O)NCCCN2CCOCC2)ccc1Cl	-1%	-20%	-3%	4	u	0.2	-21%	-2%	-9
CC(=O)c1ccc(S(=O)(=O)NCCC(=O)NC(C)c2ccncc2)cc1 (configuration not stated)	-3%	0%	2%	2	8%	1.0	3%	-7%	-23
O=C(Cc1n[nH]c(=O)c2ccccc12)Nc1cccc(S(=O)(=O)N2CCCC2)c1	-4%	-25%	0%	-3	0%	0.4	-5%	-7%	6
N#CCCN(Cc1ccccc1)C(C(=O)NC1CCCCC1)c1ccnc2ccccc12 (configuration not stated)	-4%	-9%	0%	-3	x	x	x	x	x
CCc1cccc(NC(=O)C(Cc2ccccc2)n2cccc2)c1 (configuration not stated)	-2%	0%	-4%	-4	3%	1.0	-6%	0%	x
CC(C)C(OC(=O)CCCC(=O)Nc1nccs1)C(=O)NC1CCCCC1 (configuration not stated)	-6%	0%	0%	1	16%	0.5	-1%	4%	9
CC(C)C(=O)Nc1ccc2nc(SCC(=O)N3CCc4ccccc43)sc2c1	0%	-1%	-14%	-3	2%	-2.1	-13%	-2%	x
CCOC(=O)N1CCN(S(=O)(=O)c2ccc(Br)s2)CC1	-3%	170%[activator]	2%	-4	6%	1.3	0%	1%	-16
Cc1ccc(NC(=O)COC(=O)C(NS(=O)(=O)c2ccc(Cl)cc2)C(C)O)cc1 (configuration not stated)	-3%	-19%	0%	-7	-6%	1.0	-1%	2%	2
CC(Sc1nc(-c2ccco2)nc2c1c(=O)n(C)c(=O)n2C)C(=O)O (configuration not stated)	-1%	2%	2%	-6	27%	1.1	8%	-11%	11
O=C(NC1=NCCS1)C1COc2ccccc2O1 (configuration not stated)	-14%	0%	-1%	-3	-12%	-0.6	2%	-3%	14
CCOC(=O)C(=CNc1ccccc1C)C(=O)OCC	0%	-32%	-2%	-8	-27%	-0.3	-2%	1%	-5
CC(=O)Nc1ccc(NC(=O)C(C)OC(=O)CCCc2c[nH]c3ccccc23)cc1 (configuration not stated)	-1%	x	-4%	1	16%	0.6	-4%	-8%	-2
Cc1cc(C)nc(SCc2cc(=O)c(OC(=O)c3ccco3)co2)n1	-9%	-19%	1%	3	-26%	-0.7	-3%	4%	-3
COc1cccc(NC(=O)CSc2nc(-c3ccccc3)nc3c2Cc2cc(Cl)ccc2O3)c1	-3%	-11%	2%	-10	4%	0.5	-3%	0%	x
CCO/C=C1\N=C(c2ccc(F)cc2)OC1=O	-1%	u	4%	-1	25%	-0.6	-3%	5%	15
COc1ccc(/C=C/C(=O)Nc2cc(S(=O)(=O)N3CCCCC3)ccc2N2CCCCC2)cc1OC	-1%	-40%	0%	-2	-9%	-0.6	4%	-18%	15
Cc1nn(Cc2cccc(C(=O)NC(C)c3ccc(C(C)(C)C)cc3)c2)c(C)c1[N+](=O)[O-] (configuration not stated)	0%	-15%	2%	0	-11%	x	-15%	-9%	x
COCc1ccc(CN2CCC(n3nccc3NC(=O)C(OC)c3ccccc3)CC2)o1 (configuration not stated)	-2%	24%	2%	-9	19%	0.3	3%	1%	-1
CCn1nc(NC(=O)Cc2ccc(OC)cc2)c2cc3cc(C)ccc3nc21	3%	u	-1%	-8	26%	0.0	-13%	-2%	-4
Cc1ccsc1-c1nc(CN2CCCC2c2ccc(F)cc2)c(C)o1 (configuration not stated)	-1%	-10%	-1%	-5	-2%	-1.1	-2%	-2%	-5
CC1CCCN(CC(=O)Nc2cc(Cl)ccc2Oc2ccccc2)C1 (configuration not stated)	-2%	11%	-2%	-5	1%	-0.5	-3%	-3%	-10
COCCNC(=O)CSc1nc2ccc(N3CCOCC3)cc2c(=O)n1Cc1ccc(OC)cc1	9%	0%	-4%	45	u	1.5	-1%	-8%	-30
COc1cc(C2c3cc4c(cc3OC(C)(N3CCCC3)C2C)OCO4)cc(OC)c1OC (configuration not stated)	-7%	-15%	u	4	-36%	x	-15%	0%	x
CCOc1ccc(NC(=O)COC(=O)CCS(=O)(=O)c2ccc(C)cc2)cc1	-3%	2%	-5%	-4	16%	0.2	1%	4%	11
Cc1ccc(C(=O)NC(=S)Nc2cccnc2Cl)cc1	-4%	u	-6%	-1	-48%	-2.2	-14%	-4%	-7
